Screening data deposited in PubChem BioAssay by NCI.
NCI-60 one-dose screen, 48 h, at 10 µM unless noted. Numbers give growth in % (100 = growth as untreated, 0 = no growth, -100 = all killed).
RXF 393 – RXF 393 renal cancer cells; 77,000 compounds, 6.9% hits; AID 1794773
NCI-H23 – NCI-H23 lung cancer | 80,000 compounds, 4% hits | AID 1794731
NCI/ADR-RES – NCI/ADR-RES ovarian cells; 81,000 compounds, 4.4% hits
NCI-H522 – NCI-H522 lung cancer; 78,000 compounds, 8% hits
ACHN – ACHN renal cancer. 81,000 compounds, 4.9% hits. AID 1794771
NCI-H460 – NCI-H460 lung cancer; 82,000 compounds, 6.8% hits; AID 1794736
CAKI-1 – CAKI-1 renal cancer | 75,000 compounds, 4.7% hits
A498 – A498 renal cancer cells; 76,000 compounds, 5.4% hits; AID 1794774
NCI-H226 – NCI-H226 lung cancer; 79,000 compounds, 3.5% hits; AID 1794732
An asterisk follows results filed as active; . = not tested or not shown; & = joins results of further samples; [ ] = remark or other dose. Rule for the calls: active = growth percent below 10; inactive = the rest.

SMILES	RXF 393	NCI-H23	NCI/ADR-RES	NCI-H522	ACHN	NCI-H460	CAKI-1	A498	NCI-H226
COC(=O)C1(C)CCC[C@]2(C)[C@H]3C[C@H]4C(C(C)C)=C[C@]3(CC[C@@H]12)[C@@H]1C(=O)CC[C@H](OC(=O)Cc2c[nH]c3ccccc23)[C@@H]14 (stereo not given in full)	81	82	86	94	88	106	66	113	84
c1ccc2cc(Cn3cc[n+](Cc4ccc5ccccc5c4)c3)ccc2c1	35	42	99	-12*	91	40	96	76	52
O=C(Nc1ccc(Oc2ccc(Nc3nc4ccccc4s3)cc2)cc1)Nc1ccc(Cl)c(C(F)(F)F)c1	8.9*	-20*	5.0*	-37*	3.1*	1.4*	12	-18*	4.9*
CC(=O)Nc1ccc(N)c(S(=O)(=O)O)c1	117	108	103	87	109	108	.	113	103
CC(C)(O)Cc1cccnc1	132	103	107	99	98	105	77	93	100
COc1ccc(-c2nn(-c3ccccc3)cc2/C=C/C(=O)OCc2cn(-c3ccc(C)cc3)nn2)cc1	101	85	88	61	93	98	84	83	74
Nc1ccc(NS(=O)(=O)c2ccccc2)cc1	108	99	111	98	107	108	100	70	95
CNc1ccc(O)cc1	114&96	104&114	102&114	93&96	112&93	115&105	104&105	68&91	94&85
COc1ccccc1NC1=C(Cl)C(=O)C(Nc2ccccc2OC)=C(Cl)C1=O	91	81	90	71	104	97	99	88	107
CCCCC(C(O)c1ccccc1)N(CCCC)CCCC (stereo not given)	106	97	101	100	101	109	96	108	106
CC(=O)OCC1CSCC1COC(C)=O (stereo not given)	99	109	114	.	101	106	100	96	102
CC1(C)Oc2cc3oc(=O)ccc3cc2C[C@@H]1OCCS(C)(=O)=O	109	104	102	95	106	102	90	93	90
Cc1oc(-c2ccc(Cl)cc2)nc1/C=C/C(=O)c1ccc(Br)cc1	81	81	94	82	95	60	73	87	71
CSC(=N)N	105&100	103&100	102&108	101&95	106&108	105&115	105&104	104&118	98&99
O=C1OC(c2ccc(Cl)c(Cl)c2)=C/C1=C/c1cccc([N+](=O)[O-])c1	96	88	104	91	100	102	91	101	86
CS(=O)(=O)Oc1ccc(Cl)cc1	112	98	101	101	109	101	98	91	104
NS(=O)(=O)c1cccc(Nc2nc(SCC(=O)c3ccc(Br)cc3)nc3c2CCC3)c1	89	62	99	96	95	95	92	82	86
CN1C(=O)/C(=C/c2ccc(N(C)C)cc2)S/C1=N/c1nccs1	96	84	74	79	87	81	83	94	79
CC1CCCc2c1nc1nc(SCC(=O)c3ccccc3)nc(N)c1c2-c1ccc(Cl)cc1 (stereo not given)	43	90	77	83	81	75	.	79	102
C#CCn1c(-c2ccc(OC3CCCC3)c(OC)c2)nc(-c2ccccc2)c1-c1ccccc1	12	77	74	34	49	65	83	33	.
COc1cc(OC)cc(/C(C)=N/NC(=O)CSc2nc3ccccc3c(=O)n2Cc2ccc(S(N)(=O)=O)cc2)c1	70	83	109	39	98	94	84	.	96
N=C1N=C(N)CS1	99	.	113	103	116	103	97	91	97
C[C@]12CC[C@H](O)CC1=CC[C@@H]1[C@@H]2CC[C@]2(C)C(c3cccnc3)=CC[C@@H]12	.	68	50	36	61	66	.	64	58
CC(C)c1ccc(S(N)(=O)=O)cc1	.	95	101	68	103	100	90	85	89
C/C(=N\N1C(=O)c2ccccc2NC1c1ccc(N(C)C)cc1)c1c(O)cc(C)oc1=O (stereo not given)	100	99	105	93	104	104	.	101	100
CCCCCCCCCCCCCCCCCCOc1ccccc1CC(=O)NCC[N+]1(C)CCOCC1	-39*	68	103	31	85	46	99	67	69
CCN1CCN(C(=O)[C@@]2(C)CC[C@]3(C)CC[C@]4(C)C(=CC(=O)[C@@H]5[C@@]6(C)CC[C@H](OC7C[C@@H](O)[C@@H](O)C(C)O7)C(C)(C)[C@@H]6CC[C@]54C)[C@@H]3C2)CC1 (stereo not given in full)	60	45	47	39	79	-79*	89	96	26
CC(=O)c1cc(C(=O)c2ccccc2)n2ccc(C)cc12	.	101	85	82	100	103	.	53	94
CC(C)(C)c1ccc2c(c1)CN(C1CCCCC1)CO2	88	95	93	97	104	99	81	.	97
O=c1oc2ccccc2cc1-c1csc(N=Nc2c(O)n(Cc3ccccc3)c3ccccc23)n1	.	88	84	77	61	103	90	108	69
Cc1c(C(=O)N[C@@H](Cc2ccccc2)C(=O)C(=O)NCc2ccccn2)[nH]c2ccccc2c1=O	96	102	109	105	98	104	96	81	99
O=C(/C=C/c1ccc(F)cc1)c1c(O)c2ccccc2oc1=O	96	.	104	96	103	93	90	.	104
CCC(=O)CC(=O)c1ccccc1	107	96	96	.	105	103	108	96	100
O=C(N/N=C/c1ccc([N+](=O)[O-])cc1)c1ccc(C(F)(F)F)nc1Nc1cccc(C(F)(F)F)c1	104	96	87	83	106	110	95	112	89
C/C(=C(/c1ccccc1)c1ccc(N2C(=O)c3cccc4c(N5CCOCC5)ccc(c34)C2=O)cc1)c1ccccc1	56	22	40	64	33	46	42	37	76
CC(=O)Nc1ccc2c(c1)C(OC(C)=O)c1ccccc1-2 (stereo not given)	.	104	104	83	104	101	102	73	87
O=C1/C(=C/c2ccccc2F)CN(C(=O)C(Cl)Cl)C/C1=C\c1ccccc1F	-76*	-33*	5.2*	-50*	-100*	-74*	-43*	-62*	39
C=C[C@@]1(C)CC(=O)[C@@H](C(C)(C)c2cn(C)c3ccc(Br)cc23)C[C@@H]1O[Si](C)(C)C(C)(C)C	108	98	101	94	111	101	90	106	84
CC(C(=O)N1CCN(c2ccc(F)cc2)CC1)c1ccc(NS(=O)(=O)c2ccccc2)cc1 (stereo not given)	108	91	89	83	101	98	87	100	84
CN(C)c1ccc(/C=c2\s/c(=C\C(=O)C(C)(C)C)[nH]c2=O)cc1	122	98	103	78	100	104	98	105	101

Record cards, as listed above. Order of values: RXF 393, NCI-H23, NCI/ADR-RES, NCI-H522, ACHN, NCI-H460, CAKI-1, A498, NCI-H226
C=C[C@@]1(C)CC(=O)[C@@H](C(C)(C)c2cn(C)c3ccc(Br)cc23)C[C@@H]1O[Si](C)(C)C(C)(C)C reads 108, 98, 101, 94, 111, 101, 90, 106, 84
CC(=O)Nc1ccc2c(c1)C(OC(C)=O)c1ccccc1-2 (stereo not given) reads ., 104, 104, 83, 104, 101, 102, 73, 87
CC(C)(C)c1ccc2c(c1)CN(C1CCCCC1)CO2 reads 88, 95, 93, 97, 104, 99, 81, ., 97
N=C1N=C(N)CS1 reads 99, ., 113, 103, 116, 103, 97, 91, 97
C[C@]12CC[C@H](O)CC1=CC[C@@H]1[C@@H]2CC[C@]2(C)C(c3cccnc3)=CC[C@@H]12 reads ., 68, 50, 36, 61, 66, ., 64, 58

Back to the main list, repeating the 3 entries before the break.
SMILES	RXF 393	NCI-H23	NCI/ADR-RES	NCI-H522	ACHN	NCI-H460	CAKI-1	A498	NCI-H226
C=C[C@@]1(C)CC(=O)[C@@H](C(C)(C)c2cn(C)c3ccc(Br)cc23)C[C@@H]1O[Si](C)(C)C(C)(C)C	108	98	101	94	111	101	90	106	84
CC(C(=O)N1CCN(c2ccc(F)cc2)CC1)c1ccc(NS(=O)(=O)c2ccccc2)cc1 (stereo not given)	108	91	89	83	101	98	87	100	84
CN(C)c1ccc(/C=c2\s/c(=C\C(=O)C(C)(C)C)[nH]c2=O)cc1	122	98	103	78	100	104	98	105	101
O=C(O)c1cccc(-c2nc(N3CCOCC3)c3ccccc3n2)c1	81	99	99	97	93	100	100	.	89
O=S(=O)(O)c1ccc(Cl)c(Cl)c1	132	101	106	.	97	110	85	99	111
Nc1c(C(=O)N/N=C/c2ccc(OCc3ccccc3)cc2)cnn1CC(O)c1ccccc1 (stereo not given)	111	94	99	87	107	92	100	.	106
C=C(C)[C@@H]1CC[C@]2(NC(=O)Nc3ccccn3)CC[C@]3(C)[C@H](CC[C@@H]4[C@@]5(C)Cc6c([nH]c7ccccc67)C(C)(C)[C@@H]5CC[C@]43C)[C@@H]12	110	97	103	97	93	102	69	118	96
C/C(=N\N=C\c1ccc(N(C)C)cc1)c1nnn(-c2ccc(Cl)cc2)c1C	120	107	107	103	103	107	97	103	107
Cc1cc(-c2ccccc2)nc(=O)[nH]1	106	102	101	94	100	109	101	93	94
COc1ccc2c(c1)NC(=O)Cn1c(=O)cc(C)n1-2	106	98	104	92	99	103	95	101	92
Cn1c2ccccc2c2c3c(c4c5cc(Br)ccc5n(C)c4c21)C(=O)N(O)C3=O	-25*	2.9*	6.9*	25	-23*	4.4*	-22*	103	15
O=C(CCCCCCN1CC(=O)N2[C@@H](c3ccccc3Cl)c3[nH]c4ccccc4c3C[C@H]2C1=O)NO	61	77	90	29	82	68	71	74	95
O=C1CC(c2cccc(F)c2)c2cnn(Cc3ccc4c(c3)OCO4)c2N1 (stereo not given)	.	94	98	63	96	102	83	.	80
CC(Cl)CCN1CCCCC1 (stereo not given)	102	101	103	91	106	106	111	83	95
COc1cc(-n2c(-c3ccc(OCCO)cc3)nnc2-c2ccc(OCCO)cc2)cc(OC)c1OC	85[6.25 µM]	90[6.25 µM]	66[6.25 µM]	45[6.25 µM]	.	90[6.25 µM]	.	82[6.25 µM]	80[6.25 µM]
O=C1C2C3C=CC(C3)C2C(=O)N1c1cccc(O)c1 (stereo not given)	103	104	102	93	92	111	94	113	92
Cc1nc2sccn2c1-c1csc(Nc2cccc(Cl)c2C)n1	68	52	42	42	60	61	51	36	57
COc1ccc(C2OCC(C)(C)CO2)cc1	114	98	104	.	99	106	104	142	109
Cc1nc(N)nc2c1CCC(O)S2 (stereo not given)	92	75	100	109	100	58	95	69	87
Fc1ccc2[nH]cc(-c3nc(-c4cccnc4)cs3)c2c1	97	78	81	80	75	84	92	.	85
CCCCn1c(=O)c(-c2cc(-c3ccc(Cl)cc3)nc(-c3ccc(Cl)cc3)c2)cc2cc(Cl)ccc21	118	105	109	99	107	108	94	123	104
CC(C)CC(NC=O)C(=O)O (stereo not given)	109	117	115	108	104	107	104	113	104
Cc1ccc(C(=O)NCC(=O)O)cc1	103	106	108	.	99	110	95	102	102
Cc1ccc(C(=O)N/N=C/c2cccc([N+](=O)[O-])c2)cn1	110	101	104	85	107	106	87	85	90
C=CCNC(=S)n1nc(SC)c(C(=O)OCC)c1N	111	104	111	70	108	107	100	95	112
N/C(=N\C(N)=N\c1nc2ccccc2s1)c1cccc(F)c1	122[5 µM]	76[5 µM]	86[5 µM]	95[5 µM]	86[5 µM]	89[5 µM]	84[5 µM]	97[5 µM]	91[5 µM]
COc1ccc(C2CC(c3cc4ccccc4oc3=O)=NN2c2ccc(S(N)(=O)=O)cc2)cc1 (stereo not given)	.	94	100	84	111	95	102	106	91
O=C1C=C(OCC=C(Cl)Cl)C(=O)c2ccccc21	87	57	34	52	64	100	93	98	97
NC(=S)NN=C1CSSC1	59	50	59	34	44	27	28	.	38
O=C(NCc1ccccc1)c1cccc([N+](=O)[O-])c1	104	110	104	84	102	103	102	82	105
COC(=O)c1ccc(Nc2cc(=O)[nH]c(=O)[nH]2)cc1	115	99	99	94	103	113	96	87	103
CC1NC(C)c2c(ccc3ccccc23)O1 (stereo not given)	107&109	98&105	98&99	88&89	103&102	96&119	103&86	82	97&104
NC12CC3CC(CC(C3)C1)C2	114&98&108	106&98	112&94&100	95&85&93	108&106&95	109&107&114	108&62&88	93&106	106&102&94
c1ccc(C2=NN(c3ccccc3)[C@H](c3cn(-c4ccccc4)nc3-c3ccccc3)C2)cc1	111	105	104	99	106	113	85	110	99
O=C(/C=C/c1ccncc1F)c1ccc(N2CCNCC2)cc1	98	103	108	79	113	106	86	97	100
Cc1cc(=O)n2nnc3cc(C(F)(F)F)ccc3n12	123	101	110	97	108	114	113	103	115
Cc1ccccc1C1SCC(=O)N1n1cnnc1 (stereo not given)	107	105	105	90	104	104	82	96	99
Cc1nn(-c2ccccc2)c2c1C1C(=C(c3ccc(Cl)cc3)N2)C(=O)N(Cc2ccccc2)c2ccccc21 (stereo not given)	96	104	90	85	106	101	79	72	97
COc1ccc(-c2cc(-c3ccc(OC)cc3)n(-c3ccc(-c4nnc(NCc5ccccc5)s4)cc3)n2)cc1	97	105	99	83	102	99	84	91	90
Fc1cccc(-n2ncc3c(Nc4ccc(OCc5ccccc5)cc4)ncnc32)c1	84	98	94	77	93	94	84	89	98
CNC(=O)c1c(I)c(NC(C)=O)c(I)c(C(=O)O)c1I	115	98	103	.	102	109	115	99	99
CCc1ccc(Cn2c(=O)nc(SC)[nH]c2=O)cc1	111	102	104	91	100	107	99	106	109
Cc1ccc(/C=C/C(=O)/C=C/c2ccc(C)s2)s1	107	90	95	87	97	99	99	82	97
CC1(C)C(Cl)(Cl)C(C)(C)C1(Cl)Cl	98	106	104	83	102	107	98	93	98
CCCc1cc(NC)nc(S(=O)CC)n1 (stereo not given)	114	107	106	97	102	109	92	82	108
Cc1cc(C(=O)Nc2ncc(Cc3ccc(F)cc3)s2)c(C)o1	61	70	59	60	34	22	28	76	78
COc1ccc(-c2nc3c(c(C)nc4c3nnn4-c3ccc(OC)cc3)c(=O)o2)cc1	103	105	103	103	101	105	94	74	101
O=C1/C(=C\c2ccc(O)cc2)N=C(c2cnccn2)N1c1cccc2cccnc12	105	80	92	111	91	95	94	60	86
O=C1NC(CCO)C(=O)NC1CCO (stereo not given)	120	109	118	.	110	115	101	107	107
C[C@H](O)C(=O)Nc1c(I)c(C(=O)NC(CO)CO)c(I)c(C(=O)NC(CO)CO)c1I	113	98	101	.	95	105	88	90	99
COc1cc(-c2cc(/C=C3\C(=O)Nc4ccccc43)[nH]n2)cc(OC)c1OC	79	56	35	64	51	75	25	46	66
